# Screening data (PubChem BioAssay)
# pAkt inh: inhibitors of Akt phosphorylation | Neuro2A IGF-stimulated pAkt S473 HTRF, 20 min; hits give low values | activity change, % for hits at 50 µM | 360,000 compounds, 0.32% hits | AID 651550; in the data active = activity change below about -80%; inconclusive = mostly about -51% to -80%; note: % is set by controls: 0 for no effect and ±100 for the full control effect
#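 Neuro2A cells in DMEM with 0.5% FBS, overnight at 37 deg C, given compound at single 50 µM final, then IGF (6 nM final) for 20 min at 37 deg C. Lysed; phospho-Akt Ser473 by HTRF after 24 h, 665/615 ratio.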
# Mm-Cpn inhibitor: M. maripaludis TRiC chaperonin inhibition | 330,000 compounds, 0.031% hits | AID 504842 | Potency, µM (highest dose often 76.9 µM), for inactives: at the top dose activity, negative = inhibition, usual class: inhibitors | purified Mm-Cpn ATPase, ADP Transcreener TR-FRET; note: potency is the fitted concentration of half-maximal effect; % is set by controls: 0 for no effect and ±100 for the full control effect; nearly all actives have a fitted effect of over 80% in size
#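 Measured: ADP formation by purified Mm-CPN. Conditions: 25 nM protein, 10 uM ATP, Tris pH 7.4 with Mg2+, K+ and DTT, 37°C for 30 min. Detection: Transcreener HTRF after 30 min at room temperature.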
# Nrf2 block: inhibitors of Nrf2 signaling | A549 ARE-Fluc reporter, luciferase luminescence, 18-24 h | Potency, µM (highest dose often 46 µM), without a hit: at the highest dose activity change, negative = inhibition, usual class: inhibitors | 360,000 compounds, 2.1% hits | AID 504444; note: potency is the fitted concentration of half-maximal effect; % is set by controls: 0 for no effect and ±100 for the full control effect; nearly all actives have a fitted effect of over 60% in size
#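 Concentration-response testing used A549 ARE_Fluc cells at 5000 cells/well. Following an 18-24 h compound incubation, viability was read by fluorescence (Ex 405/Em 525) and luciferase output by luminescence.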
# A549 tox: A549 cytotoxicity, counter-screen for Nrf2 inhibitors. A549 ARE-Fluc cells, CellTiter-Fluor viability, 18-24 h. Potency, µM (doses to about 46 µM), for the others: top-dose activity change, negative = cytotoxicity, hits mostly inhibitors. 390,000 compounds, 0.16% hits. AID 504648; note: potency is the fitted concentration of half-maximal effect; % is set by controls: 0 for no effect and ±100 for the full control effect
#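 Cytotoxicity counterscreen: CellTiter-Fluor fluorescence was measured in A549 ARE_Fluc cells after 18-24 h of compound exposure in a concentration series. The subsequent BugLite luminescent read reports ARE-luciferase activity.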
# EPAC2 antag: blocks human EPAC2 exchange factor. EPAC2 GEF exchange of Rap1B-BODIPY-GDP, fluorescence. 360,000 compounds, 0.18% hits. AID 720708. Potency, µM (highest dose often 114 µM), inactives show at the highest dose activity, negative = inhibition, hits mostly inhibitors; note: potency is the fitted concentration of half-maximal effect; % is set by controls: 0 for no effect and ±100 for the full control effect; nearly all actives have a fitted effect of over 45% in size; many of its hits are not listed in these tables
# Target sequence (Q8WZA2 whole entry, looked up): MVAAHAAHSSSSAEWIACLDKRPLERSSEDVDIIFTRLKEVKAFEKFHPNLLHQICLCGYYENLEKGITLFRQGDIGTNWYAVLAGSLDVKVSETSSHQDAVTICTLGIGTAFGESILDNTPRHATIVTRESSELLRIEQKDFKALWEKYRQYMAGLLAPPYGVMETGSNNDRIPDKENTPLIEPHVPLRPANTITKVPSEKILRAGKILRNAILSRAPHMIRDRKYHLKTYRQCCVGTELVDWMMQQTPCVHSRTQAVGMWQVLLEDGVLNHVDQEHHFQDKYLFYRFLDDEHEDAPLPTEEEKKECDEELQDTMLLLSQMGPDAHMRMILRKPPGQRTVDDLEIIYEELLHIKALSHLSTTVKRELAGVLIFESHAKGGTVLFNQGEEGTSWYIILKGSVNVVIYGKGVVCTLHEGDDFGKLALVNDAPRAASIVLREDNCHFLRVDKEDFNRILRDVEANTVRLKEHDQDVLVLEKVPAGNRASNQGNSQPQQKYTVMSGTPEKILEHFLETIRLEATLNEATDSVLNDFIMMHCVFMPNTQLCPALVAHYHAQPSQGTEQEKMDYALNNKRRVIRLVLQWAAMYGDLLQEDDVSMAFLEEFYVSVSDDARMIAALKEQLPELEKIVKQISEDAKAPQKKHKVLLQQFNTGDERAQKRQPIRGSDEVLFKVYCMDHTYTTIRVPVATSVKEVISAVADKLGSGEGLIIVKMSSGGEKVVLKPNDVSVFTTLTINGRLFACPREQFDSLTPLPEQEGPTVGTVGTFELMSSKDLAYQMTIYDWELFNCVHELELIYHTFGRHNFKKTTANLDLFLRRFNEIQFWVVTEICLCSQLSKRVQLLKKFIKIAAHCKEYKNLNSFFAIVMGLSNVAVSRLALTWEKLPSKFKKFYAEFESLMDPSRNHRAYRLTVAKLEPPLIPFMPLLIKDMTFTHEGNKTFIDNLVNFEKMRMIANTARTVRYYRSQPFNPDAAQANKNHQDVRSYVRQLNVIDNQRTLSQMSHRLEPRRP
# Nrf2 ARE act: activators of Nrf2 (ARE) signaling | Potency, µM (top dose mostly 46.1 µM), for inactives: at the highest dose activation, actives largely listed as activators | AREc32 ARE-luciferase reporter (MCF7-derived line), luminescence, 24 h | 410,000 compounds, 0.31% hits; note: potency is the fitted concentration of half-maximal effect; % of control where 0% means no effect; nearly all actives have a fitted effect of over 65% in size
#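 Luminescent ARE reporter assay in AREc32_Fluc cells: overnight plating at 37 deg C, 24 hr compound incubation, Steady-Glo added, 30 min RT before reading.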
# TGFb inhibitor: inhibitors of TGF-b signaling; AID 588855; 410,000 compounds, 1.2% hits; HepG2 CAGA-GFP TGF-b/SMAD3 reporter, GFP fluorescence, 18 h; TGF-beta stimulated, 500 pg/mL final; Potency, µM (titrated, usually from 46.1 µM), for inactives: top-dose activity, negative = inhibition, hits mostly inhibitors; note: potency is the fitted concentration of half-maximal effect; % is set by controls: 0 for no effect and ±100 for the full control effect; nearly all actives have a fitted effect of over 65% in size
#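 Using HEPG2 CAGA-GFP reporter cells at 1000 cells/well, we pinned test compounds, stimulated with recombinant TGF-beta (500 pg/mL final) and measured total well GFP after 18 h.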
# EPAC2 ag: agonists of human EPAC2 (RAPGEF4); EPAC2 activation, biochemical qHTS; response scale: 100% = 6.5 mM cAMP response; Potency, µM (top dose mostly 154 µM), without a hit: at the top dose activation, most hits filed as activators; 360,000 compounds, 0.079% hits; note: potency is the fitted concentration of half-maximal effect; nearly all actives have a fitted effect of over 50% in size
#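 qHTS, titration series. 100 nM EPAC2 / 250 nM Rap1B-BODIPY-GDP / 50 uM GDP; RT; ex 480/em 540 nm, 5-min reads to 30 min. Norm. to 6.5 mM cAMP = activation.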
# CCT modulator: modulators of cytosolic chaperonin (CCT/TRiC) activity; purified chaperonin ATPase assay, HTRF ADP detection, 30 min; activity change, % (test concentration not listed), hits read low; 360,000 compounds, 0.3% hits; AID 651819; in the data active = activity change below about -30%; note: % is set by controls: 0 for no effect and ±100 for the full control effect
#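 We incubate TRiC, 40 or 20 nM final, with library compounds at 76 uM and 10 uM ATP for 30 min at 37 °C. ADP formed is detected with Transcreener HTRF reagents after 30 min at room temperature.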
# * marks the source's active call; other numbers are inactive results; i = inactive; ? = inconclusive; · = no result given; & = joins results of further samples; [ ] = another dose, or the depositor's remark. Unless noted, calls come from the whole dose curve; as a rule, active = well fitted curve in the direction sought with a large enough effect; inconclusive = small, poorly fitted or top-dose-only effect, or another doubt; inactive = no such curve, though single readings can be large; an effect the other way counts as inactive or inconclusive. These rows are one share of the data. The share of hits here may be higher or lower than overall.
SMILES,pAkt inh,Mm-Cpn inhibitor,Nrf2 block,A549 tox,EPAC2 antag,Nrf2 ARE act,TGFb inhibitor,EPAC2 ag,CCT modulator
C=CCn1c(SCC(N)=O)nc(C)cc1=O,i,1%,10%,1%,3%,0.1%,?,-2%,0.6
Cc1cc(=O)[nH]c(NCc2ccccc2)n1,i,-1%,11%,0%,-2%,0.1%,-8%,2%,-1.7
COc1ccccc1N1C(=O)C(=O)N(C)C1=O,i,·,7%,1%,0%,-1.1%,-11%,11%,-4.5
O=C(CSc1nc2c([nH]c3ccccc32)c(=O)n1-c1ccccc1)NCC1CCCO1 (stereo not given),i,-10%,11%,-18%,-4%,-0.5%,1%,9%,-1.8
COc1ccc(CCNCc2c(C(=O)O)c(C)n(Cc3cccc(Cl)c3)c2C)c(OC)c1OC,·,·,-2%,-2%,·,0.6%,-3%,·,·
Cc1oc(-c2ccccc2F)nc1CS(=O)(=O)CC(=O)NCCN(C)C1CCCCC1,i,-1%,5%,1%,5%,-6.1%,?,-1%,-0.9
CN(c1ccc(C(=O)Nc2ccc(CC#N)cc2)cc1)S(C)(=O)=O,i,-8%,15%,-4%,2%,3.2%,-6%,2%,0.4
CC1(c2ccc3noc(-c4ccc(F)cc4)c3c2)OCCO1,i,-7%,?,-5%,20%,0.1%,-1%,-2%,-3.0
CCCC(O)(CCC)C(=O)NNc1ccc(C)cc1,i,0%,19%,0%,-1%,7.9%,-13%,6%,-0.6
Cc1nc(Oc2cccc(Cl)c2)c2oc3ccccc3c2n1,i,-2%,-15%,8%,9%,8.4%,-6%,9%,0.9
Cc1ccc(CNC(=O)CCN2C(=O)C(C)Oc3ccc(C)cc32)cc1 (stereo not given),·,·,17%,15%,·,-0.4%,-5%,·,·
COc1ccc(C2/C=C\CN(S(=O)(=O)c3ccc4ccccc4c3)CC(=O)N2Cc2ccc(F)cc2)cc1 (stereo not given),i,2%,?,-2%&-5%,-22%,-0.1%,-19%&2%,13%,1.0
CC(C(=O)NCc1ccccc1Cl)n1cc([N+](=O)[O-])cn1 (stereo not given),i,1%,-16%,-7%,9%,-0.1%,8%,10%,-0.2
CSc1nnc(-c2ccncc2)n1/N=C/c1cn(-c2ccccc2)nc1-c1ccc(Cl)cc1,i,2%,?,-5%,-4%,2.9%,-47%,2%,-2.2
CCOC(=O)N1CCC(n2c(SCC(=O)NCc3ccccc3)nc3ccccc3c2=O)CC1,i,-1%,-15%,-3%,3%,0.4%,4%,9%,0.5
CC(=O)c1cccc(NC(=O)CCNS(=O)(=O)c2cccc3nsnc23)c1,i,·,-3%,-2%,1%,0.2%,-3%,1%,-1.1
Cc1ccc2oc(=O)n(CCOc3ccccc3)c2c1,i,-3%,7%,1%,5%,-0.4%,1%,-7%,0.0
O=C(COC(=O)C1CCCCC1)NCCc1ccccc1,i,0%,?,-3%,2%,-0.2%,-19%,-1%,-1.1
O=C(COC(=O)c1cc[n+]([O-])cc1)NC(=O)c1ccc(OC(F)F)cc1,i,1%,4%,1%,1%,-0.4%,22%,3%,-5.3
CCCCn1c(N)c(N(CCC(C)C)C(=O)C2CCCC2)c(=O)[nH]c1=O,i,1%,?,-2%,1%,0.1%,-20%,-13%,1.1
COc1ccc(Cl)cc1S(=O)(=O)N1CCN=C1C,i,-1%,12%,0%,-14%,5.9%,3%,-7%,1.8
COc1ccc(-c2nn(C)c3sc(C(=O)N4CCOCC4)cc23)cc1OC,i,-1%,-7%,-3%,-7%,2.6%,1%,3%,-4.9
CCNC(=O)c1c(NC(=O)Cc2coc3cc(C)cc(C)c23)sc2c1CCCC2,·,·,-13%,-4%,·,0.0%,4%,·,·
Cc1noc(C)c1COc1ccccc1C(=O)N(C)Cc1ccc(F)cc1,i,1%,-1%,-7%,5%,-0.7%,?,-1%,-2.8
C/C(=N\NC(=O)c1cc(C)oc1C)c1ccc(N2CCOCC2)cc1,i,-1%,4%,1%,13%,-0.1%,19%,-3%,1.8

# Other results
SMILES,pAkt inh,Mm-Cpn inhibitor,Nrf2 block,A549 tox,EPAC2 antag,Nrf2 ARE act,TGFb inhibitor,EPAC2 ag,CCT modulator
CN(CCOc1ccc(Cl)cc1)C(=O)c1cccc(S(=O)(=O)N2CCN(c3ccc(F)cc3)CC2)c1,i,·,4.1µM*,-19%,0%,2.5%,?,3%,0.2
CN(C)S(=O)(=O)c1ccc(NC(=O)CN2C(=O)NC(Cc3ccccc3)C2=O)cc1 (stereo not given),i,0%,-11%,2%,5%,-3.8%,-2%,12%,0.3
NC(=O)c1ncn([C@@H]2O[C@H](CNCc3cnc(N4CCOCC4)nc3)[C@@H](O)[C@H]2O)n1,i,·,18%,-6%,-1%,-1.3%,-16%,3%,0.6
Cc1cccc(/C(N)=N/OC(=O)c2ccoc2C)c1,i,-2%,?,-5%,5%,?,1%,4%,0.5
Cc1c(CCC(=O)NCCc2ccccc2F)c(=O)oc2cc(O)ccc12,·,·,-22%,1%,·,5.0%,-1%,·,·
COc1ccc(C)cc1S(=O)(=O)N1CCCC(C(=O)NCc2ccccn2)C1 (stereo not given),i,1%,-3%,-12%,22%,-0.4%,6%,4%,-0.4
Cc1cc(/C=C2/NC(=O)N(Cc3ccccc3F)C2=O)c(C)n1C(C)C,i,-2%,-5%,-5%,3%,6.9%,-1%,-9%,0.7
CCc1cccc(NC(=O)CSc2nc(C)cs2)c1,i,·,·,·,-20%,8.6%,8%,5%,1.7
CCC(CC)NC(=O)COC(=O)CCC(=O)c1cccs1,i,2%,8%,8%,-8%[57.1 µM],-0.3%,-7%,10%,-2.8
CCCOc1ccc(CN(C(=O)c2cccc(OC)c2)C2CCS(=O)(=O)C2)cc1 (stereo not given),i,5%,10%,0%,-1%,0.1%,-17%,-13%,-1.2
CC1CC(C)CN(S(=O)(=O)CCNC(=O)c2ccc3c(c2)OCO3)C1 (stereo not given),i,-4%,10%,1%,3%,0.0%,4%,6%,1.7
O=C(NC1CCCC1)C(=O)N(c1ccccc1F)C(C(=O)NCC1CCCO1)c1cccs1 (stereo not given),i,3%,-17%,0%,-6%,-0.6%,6%,-1%,1.9
COc1cc2c(cc1OC)-c1cc(Nc3ccc4c(c3)OCCO4)nc(=O)n1CC2,i,0%,?,-8%,-5%,0.0%,-2%,-12%,-1.3
Cc1cc(C)c(S(=O)(=O)Nc2ccc(N(C)C)cc2)c(C)c1-n1cnnn1,i,-1%,23%,3%,-6%,4.0%,0%,13%,-2.3
O=C1/C(=C/c2cccc([N+](=O)[O-])c2)Oc2cc(O)ccc21,i,2%,-8%,-2%,2%,?,0%,5%,0.3
Cc1ccc(Cl)cc1NC(=O)COC(=O)C1CCCCC1,i,0%,2%,4%,3%,-0.6%,-9%,-6%,0.0
CC1(C)CC(=O)C(C(C2=C(O)CC(C)(C)CC2=O)c2ccc([N+](=O)[O-])cc2)C(=O)C1 (stereo not given),i,3%,1%,-15%,3%,-0.3%,-3%,3%,-0.9
CCOC(=O)[C@H]1[C@H]2COc3ccc(C)cc3[C@@H]2N2C(=O)CN(Cc3ccc(Cl)cc3)C(=O)[C@@]12C,i,-1%,1%,7%,-16%,-0.6%,6%,6%,-1.0
COc1ccc(C(=O)NC(=S)Nc2cc3oc4ccccc4c3cc2OC)cc1,i,-3%,?,-5%,10%,5.8%,-7%,-1%,-1.0
Cc1cccc(C(=O)n2nc(-c3cccnc3)nc2NCc2ccccc2)c1,·,·,11%,11%,·,-1.9%,-2%,·,·
COc1ccc(C)cc1NC(=O)c1ccc(S(=O)(=O)N2CCOCC2)cc1,i,-1%,-9%,-1%,-6%,-0.6%,-13%,5%,-1.4
CC(=O)NCCC(=O)Nc1nc(-c2c[nH]c3ccccc23)cs1,i,-1%,12%,4%,3%,8.7%,25%,-3%,1.1
CC[C@H](C)[C@H](NS(=O)(=O)c1ccc(C)cc1)C(=O)N1CCC(C(=O)N[C@H](C(=O)O)C(C)C)CC1,i,1%,7%,9%,-13%,0.0%,13%,5%,-0.4
CN(C)S(=O)(=O)Oc1ccc(C(=O)Nc2cccc(Cl)c2)cc1,i,0%,?,-3%,-6%,1.6%,-8%,13%,-7.4
COc1ccccc1-n1cc2c([N+](=O)[O-])cc([N+](=O)[O-])cc2n1,i,-1%,2%,-7%,2%,18%,-1%,-4%,1.0
Cc1cc(C)cc(NC(=O)Cn2nc(N3CCN(c4ccccc4)CC3)ccc2=O)c1,·,·,-27%,-1%,·,-0.5%,?,·,·
CCCOc1cccc(NC(=O)c2c(-c3ccccc3)noc2C)c1,i,0%,0%,-5%,-5%,0.1%,-20%,4%,2.0
COc1cc2[nH]c(-c3ccc(C)cc3)cc(=O)c2cc1OC,i,-3%,?,-7%,-3%,0.2%,0%,-8%,-3.4
CCOC(=O)c1ccc(N2C(=O)c3n[nH]c(-c4ccco4)c3C2c2ccc(O)c(OC)c2)cc1 (stereo not given),·,·,?,3%,·,13%,10µM*,·,·

# Printed as active in TGFb inhibitor, among the entries above:
Structure | pAkt inh | Mm-Cpn inhibitor | EPAC2 antag | Nrf2 ARE act | TGFb inhibitor | EPAC2 ag | CCT modulator
CCOC(=O)c1ccc(N2C(=O)c3n[nH]c(-c4ccco4)c3C2c2ccc(O)c(OC)c2)cc1 (stereo not given) | · | · | · | 13% | 10µM* | · | ·

# Structural class, the entries above with two or more sulfur atoms
SMILES,pAkt inh,Mm-Cpn inhibitor,Nrf2 block,A549 tox,EPAC2 antag,Nrf2 ARE act,TGFb inhibitor,EPAC2 ag,CCT modulator
CC(=O)c1cccc(NC(=O)CCNS(=O)(=O)c2cccc3nsnc23)c1,i,·,-3%,-2%,1%,0.2%,-3%,1%,-1.1
CCc1cccc(NC(=O)CSc2nc(C)cs2)c1,i,·,·,·,-20%,8.6%,8%,5%,1.7
